Bioassay records as filed in PubChem.
p47phox inh = p47phox/p22phox peptide binding inhibitors, primary screen, biochemical, uHTS, NADPH oxidase regulatory subunit. fluorescence polarization, 2 h. inhibition, % at 24.7 µM. 0.53% of 220,000 active. AID 1274, 2008;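 active = inhibition above about 30%, limit read from the data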;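 note: 0% = p47phox with labelled peptide and 100% = labelled peptide alone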
Tb hexokinase = Trypanosoma brucei hexokinase 1 inhibitors, primary screen, biochemical, G6PDH-coupled NADH absorbance, MLSCN library; hexokinase 1 [Trypanosoma brucei]; inhibition, % at 10 µM; 0.11% of 220,000 active; recombinant TbHK1, G6PDH-coupled NADH A340;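 active = inhibition of 50% or more in the single-dose primary screen; inactive = inhibition below 50%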
Runt-SMMHC FRET = inhibitors of RUNX1 Runt–CBFb-SMMHC binding, primary screen, biochemical, FRET, Cerulean-Runt, Venus-CBFb-SMMHC, uHTS | 0.74% of 220,000 active | AID 1434, 2008 | inhibition, % at 20 µM | Cerulean-Runt/Venus-CBFb-SMMHC FRET ratio 530/480, 1 h;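 active = mean inhibition across duplicate retests at 20 µM reaching about 50%, limit read from the data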;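 note: 0% = DMSO wells and 100% = wells with excess untagged CBFb-SMMHC; inhibitors lower the FRET ratio by blocking Runt binding to CBFb-SMMHC; some results filed as inactive read as strong as hits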
Target sequence (Q01196 whole entry, looked up): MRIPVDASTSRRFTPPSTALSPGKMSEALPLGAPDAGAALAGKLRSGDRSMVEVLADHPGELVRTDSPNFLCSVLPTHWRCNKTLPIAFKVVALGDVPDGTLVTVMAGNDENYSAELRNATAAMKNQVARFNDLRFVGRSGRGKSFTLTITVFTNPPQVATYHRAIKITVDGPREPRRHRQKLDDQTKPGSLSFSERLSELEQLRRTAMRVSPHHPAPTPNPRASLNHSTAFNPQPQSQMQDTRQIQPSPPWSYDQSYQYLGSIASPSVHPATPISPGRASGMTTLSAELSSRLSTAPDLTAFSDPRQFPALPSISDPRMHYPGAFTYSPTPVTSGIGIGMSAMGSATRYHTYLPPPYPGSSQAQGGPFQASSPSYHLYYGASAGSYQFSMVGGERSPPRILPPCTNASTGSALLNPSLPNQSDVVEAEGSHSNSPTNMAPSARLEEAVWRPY
Target sequence (Q13951 whole entry, looked up): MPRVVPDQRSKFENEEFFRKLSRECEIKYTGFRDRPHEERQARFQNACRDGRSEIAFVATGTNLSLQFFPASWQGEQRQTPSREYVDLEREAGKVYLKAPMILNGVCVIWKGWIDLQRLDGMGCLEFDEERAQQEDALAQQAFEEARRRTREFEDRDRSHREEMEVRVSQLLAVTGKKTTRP
EBV gp42 block = Epstein-Barr virus gp42 inhibitors, primary screen, biochemical, uHTS, fluorescence polarization; Glycoprotein 42 (Epstein-Barr virus (strain AG876)), Q1HVG2; Fluorescence polarization binding assay, mP read-out; inhibition, % (tested at 21.74 µM); 0.42% of 220,000 active; in the data active = inhibition above about 50%
Target sequence (Q1HVG2 whole entry, looked up): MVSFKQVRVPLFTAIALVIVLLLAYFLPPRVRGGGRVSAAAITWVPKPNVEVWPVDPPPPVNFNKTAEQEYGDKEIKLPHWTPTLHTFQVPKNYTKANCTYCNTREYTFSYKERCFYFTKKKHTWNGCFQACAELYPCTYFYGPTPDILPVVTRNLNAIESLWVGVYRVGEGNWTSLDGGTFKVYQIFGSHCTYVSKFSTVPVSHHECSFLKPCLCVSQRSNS
Runt-CBFb FRET = inhibitors of RUNX1 Runt–CBFb binding, primary screen, biochemical, FRET, Cerulean-Runt, Venus-CBFb, uHTS; Cerulean-Runt/Venus-CBFb FRET ratio 530/480, 1 h; inhibition, % at 20 µM; 0.46% of 220,000 active; AID 1496, 2009;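 active = inhibition over about 50% at 20 µM in the single-dose screen, limit read from the data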;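 note: 0% = DMSO wells and 100% = excess unlabeled CBFb competitor control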
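Measured by: fluorescence energy transfer, 422 nm excitation, 530/480 nm emission; Assay system: Cerulean-Runt domain; Medium: Tris pH 7.5 buffer with BSA; Measure: loss of energy transfer signal; Controls: 5 µM unlabeled CBFb as full-inhibition high control; Incubation: protein complex preformed 1 h, compound exposure 1 h, room temperature, dark.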
p97 inhibitor = inhibitors of human p97 ATPase, primary screen, biochemical; Transitional endoplasmic reticulum ATPase (Homo sapiens), P55072; recombinant p97 ATPase, Kinase-Glo ATP luminescence, 3 h; inhibition, % at 8 µM; 0.42% of 220,000 active; AID 1481, 2009; in the data active = inhibition above about 15%;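 note: 0% = DMSO vehicle and 100% = wells lacking enzyme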
Furin inh = human furin inhibitors, primary screen, biochemical, fluorescence intensity. P09958. purified furin, fluorogenic substrate cleavage. AID 463115, 2010. 0.061% of 220,000 active. inhibition, % at 30 µM; in the data active = inhibition above about 25%; note: inactives centre near -15
RBBP9 inh = human RBBP9 inhibitors, primary screen, biochemical, fluorescence polarization, FP-Rh probe, HTS; Serine hydrolase RBBP9 (Homo sapiens), O75884; recombinant RBBP9; inhibition, % at 7.94 µM; 0.2% of 220,000 active;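 active = inhibition above the campaign mean of all tested compounds plus 3 SD, cut at about 14% in these data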;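 note: plate controls were DMSO wells with RBBP9 for no effect and wells lacking RBBP9 protein for full effect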
Target sequence (O75884 whole entry, looked up): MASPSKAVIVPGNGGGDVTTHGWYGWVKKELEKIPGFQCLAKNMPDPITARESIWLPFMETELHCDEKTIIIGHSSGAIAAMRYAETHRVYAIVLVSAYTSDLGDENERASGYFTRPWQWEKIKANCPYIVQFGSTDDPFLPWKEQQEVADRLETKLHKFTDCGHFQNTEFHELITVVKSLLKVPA
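system = RBBP9 protein | input = RBBP9 at 2.5 µM in dispensed solution, before mixing | measured by = fluorescence polarization (mP), excitation 525 nm, emission 598 nm | incubation = enzyme-compound preincubation 30 min, then probe labeling 45 min, 25 °C | buffer or medium = Tris-NaCl-Pluronic buffer, pH 8.0 | compound = single dose 7.94 µM | also added = FP-Rh probe, 375 nM dispensing solution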
Calpain2 inh = inhibitors of pig calpain II, primary screen, biochemical, fluorogenic peptide substrate, 1536-well; purified calpain II, 30 min; inhibition, % at 16 µM; 0.37% of 220,000 active;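 active = inhibition above about 50%, limit read from the data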
Active calls of the source: *; . = no result given; [ ] = remark or other dose.

SMILES	p47phox inh	Tb hexokinase	Runt-SMMHC FRET	EBV gp42 block	Runt-CBFb FRET	p97 inhibitor	Furin inh	RBBP9 inh	Calpain2 inh
CCCOc1ccc(CC(=O)NCc2ccco2)cc1OC	-14.0	5.0	4.1	-11.2	2.4	-1.7	-13.2[20 µM]	-0.8	-28.9
COc1ccccc1N=C(C)C1=C(O)CSC1=O	-1.8	-16.2	3.0	6.8	8.1	0.3	-14.0	4.8	-13.5
O=[N+]([O-])c1ccc(N2CCOCC2)nc1	-0.8	-18.7	0.5	-18.4	0.4	-1.1	-7.3[20 µM]	-12.5	15.0
Cc1ccc(C(=O)Nc2cccc([N+](=O)[O-])c2)cc1S(=O)(=O)Nc1ccc(C(=O)O)cc1	60.1*	-3.2	2.2	-10.4	0.0	4.7	-22.9	5.6	-63.1
Oc1ccc(N2CCN(c3ncnc4sc5c(c34)CCC5)CC2)cc1	7.6	-9.0	30.3	10.9	47.0	-0.1	-26.4	0.5	-34.4
Cc1cc(N=Nc2ccc(Cl)cc2)cc(CN2CCCC2)c1O	-10.1	-10.4	-5.8	-15.0	-2.5	3.5	10.3	1.6	-6.4
COc1cccc(C(=O)Nc2ccc(C(F)(F)F)n(C)c2=O)c1	-1.5	-9.2	-1.8	6.5	-6.4	-7.1	-10.9	-11.2	9.8
N#CC1=C2SC=C(c3ccc(Br)cc3)N2CCCC1=O	-26.7	-10.7	-1.6	-7.2	0.3	-3.0	-26.6	-11.2	-1.3
O=C(Cn1[nH]c(=O)c2ccccc2c1=O)NNC(=O)c1ccccc1	-5.5	-5.4	0.3	-28.9	0.0	1.6	-12.9	-1.2	-13.4
COc1ccccc1/C=C/C(=O)Nc1ccc2c(c1)OCCO2	-12.5	0.6	-3.1	8.6	-0.7	6.5	-6.1	-7.2	22.7
CC(=O)C1(C)N(O)C(C)(C)C(c2ccco2)=[N+]1[O-] (stereo not drawn)	-17.1	-0.5	2.3	-18.3	-1.4	4.6	-15.4[20 µM]	0.8	9.9
Cc1noc(C)c1/C=N/Nc1ccccn1	-8.3	-8.3	0.6	-20.2	2.8	4.5	-6.7	2.1	-11.8
COc1cc2c(cc1OC)CN(Cc1cc(=O)oc3cc(C)c(Cl)cc13)CC2	-28.4	13.5	-41.2	-73.7	-17.9	6.5	-9.3	-3.9	-26.4
COc1ccc(-n2c(SCC(=O)Nc3nccs3)nnc2-c2ccccc2)cc1	-5.5	-7.8	-3.9	6.3	0.3	1.0	-9.7[20 µM]	0.5	2.1
Cc1cccc(NC(=O)CN(C)S(=O)(=O)c2cccc3cccnc23)c1C	-5.7	3.4	0.4	-0.7	-3.9	1.2	-11.9	-8.3	-10.1

Grouped by structure: the entries above containing a furan ring, fused or not
SMILES	p47phox inh	Tb hexokinase	Runt-SMMHC FRET	EBV gp42 block	Runt-CBFb FRET	p97 inhibitor	Furin inh	RBBP9 inh	Calpain2 inh
CCCOc1ccc(CC(=O)NCc2ccco2)cc1OC	-14.0	5.0	4.1	-11.2	2.4	-1.7	-13.2[20 µM]	-0.8	-28.9
CC(=O)C1(C)N(O)C(C)(C)C(c2ccco2)=[N+]1[O-] (stereo not drawn)	-17.1	-0.5	2.3	-18.3	-1.4	4.6	-15.4[20 µM]	0.8	9.9

Carrying on.
SMILES	p47phox inh	Tb hexokinase	Runt-SMMHC FRET	EBV gp42 block	Runt-CBFb FRET	p97 inhibitor	Furin inh	RBBP9 inh	Calpain2 inh
CCOC(=O)c1cccc(NC(=O)CNS(=O)(=O)c2cccs2)c1	-11.2	4.9	-1.8	-5.5	-2.2	1.1	-9.2[20 µM]	-4.1	-8.4
COc1ccc(-n2ncc3c(=O)n(CC(=O)OCc4ccccc4)cnc32)cc1	-11.8	1.2	6.1	-16.4	0.1	4.3	-23.6[20 µM]	-6.3	-21.7
CCOC(=O)N1CCC(NC(=O)Cn2nc(Cc3ccncc3)c3ccccc3c2=O)CC1	-6.3	0.6	-0.9	-8.5	2.4	6.8	-33.0	-6.8	5.0
O=C(O)c1cc(N/N=C/c2cccs2)ccc1Cl	-12.1	-2.7	0.8	-8.1	5.0	2.7	-18.4	6.2	-22.1
CC(=O)NC(CC(C)C)C(=O)NC(Cc1ccccc1)C(N)=O (stereo not drawn)	1.9	-1.4	0.9	-11.5	0.2	3.0	-6.1	-5.5	3.4
Cc1ccc(NCc2nnc(SCC(=O)Nc3nnc(C)s3)n2C)cc1	4.8	-2.4	1.2	-17.2	-2.0	5.9	-17.6	-0.8	4.7
COc1ccc(NC(=O)CSc2nnc(CNc3ccc(C)cc3)n2C)cc1	-5.3	-0.4	2.3	-8.2	-1.1	2.0	-20.3	-10.3	-6.6
CC(C)c1nc2ccccn2c1NC1CCCCC1	-15.9	-1.1	1.9	0.1	0.0	-1.4	0.3[20 µM]	-4.4	-120.2
c1ccc(CSc2nnnn2-c2cccc3ccccc23)nc1	0.1	-1.9	0.5	-7.5	-1.6	7.2	-14.0	-6.6	-0.3
COc1cccc(NC(=O)Nc2ccc(Cc3ccncc3)cc2)c1	-4.6	0.0	-1.9	9.2	-1.3	0.9	-16.2	-12.5	18.2
CCOC(=O)c1cnc(SCC(C)C)nc1N	5.2	3.5	-7.1	-9.6	-2.4	0.4	9.6[20 µM]	-3.6	4.2
CN(C)S(=O)(=O)c1ccccc1C#N	-0.9	5.3	1.4	-4.7	-0.7	1.7	-10.0[20 µM]	-12.9	-7.1
CC(OC(=O)C1CCCCC1)c1nc2ccccc2[nH]1 (stereo not drawn)	-6.7	14.0	-3.3	-0.8	1.2	4.7	-24.0	-5.2	7.7
CN(C)CCCNc1ncnc2c1cnn2-c1ccccc1	2.8	-0.5	-3.8	-15.2	0.9	3.6	-9.9	-2.2	3.6
Cc1ccc(NC(=O)c2ccc(COc3ccc4c(c3)CCC4)cc2)c(C)c1	-11.2	-13.3	-5.1	-8.0	0.7	-0.7	-19.1	-10.9	5.3

An excerpt of these results, with two lines to a compound:
Each structure is followed by: p47phox inh, Tb hexokinase, Runt-SMMHC FRET, EBV gp42 block, Runt-CBFb FRET, p97 inhibitor, Furin inh, RBBP9 inh, Calpain2 inh
- CC(C)c1nc2ccccn2c1NC1CCCCC1
    -15.9, -1.1, 1.9, 0.1, 0.0, -1.4, 0.3[20 µM], -4.4, -120.2
- CN(C)S(=O)(=O)c1ccccc1C#N
    -0.9, 5.3, 1.4, -4.7, -0.7, 1.7, -10.0[20 µM], -12.9, -7.1

Remaining list, next part
SMILES	p47phox inh	Tb hexokinase	Runt-SMMHC FRET	EBV gp42 block	Runt-CBFb FRET	p97 inhibitor	Furin inh	RBBP9 inh	Calpain2 inh
COC(=O)C(CC(=O)O)NCc1ccco1 (stereo not drawn)	-1.6	-3.4	-1.4	-7.9	-0.2	8.0	-5.6	-0.2	-17.6
O=C(CN1C(=O)c2ccccc2S1(=O)=O)c1ccc(O)c(O)c1	-7.7	-53.4	-3.7	-6.7	5.3	9.9	-17.4	-3.4	-1.1
C/C(=N\NC(=O)CNC(=O)C1COc2ccccc2O1)c1ccc(Cl)cc1 (stereo not drawn)	-4.3	-4.3	-9.0	2.5	-0.5	3.5	-9.3	-6.1	17.4
O=C(Nc1nc2ccccc2[nH]1)c1ccc([N+](=O)[O-])cc1	-3.4	10.4	-8.3	-0.8	-3.7	-8.0	-1.4	-6.0	8.0
CCCn1c(SCC(=O)Nc2nnc(CC)s2)nnc1-c1ccco1	-3.8	-3.0	3.8	-15.1	6.4	3.2	-18.7	-6.3	2.2
CCN=c1scc(C)n1/N=C/c1cc(Br)c(O)c(Br)c1	-18.5	-5.7	4.0	-1.9	5.6	4.2	-18.0	3.1	-115.2
O=C(O)c1ccc(CSc2nnc(-c3ccncc3)n2-c2ccc(Br)cc2)cc1	-0.9	-3.0	0.0	-1.9	0.8	2.9	-23.0	-10.5	-13.6
CC(C)C(NC(=O)CNC(=O)OC(C)(C)C)C(=O)NCc1ccc(Cl)cc1 (stereo not drawn)	-19.5	0.3	-1.4	-0.4	-6.0	0.1	-3.5	-0.3	-33.3
O=C(c1cc([N+](=O)[O-])ccc1Cl)N1CCN(c2ccc(F)cc2)CC1	-3.4	1.0	-0.6	-5.6	-1.8	3.5	-18.0	-9.2	2.7
Cc1cccc(NC(=O)c2ccc(S(=O)(=O)N3CCOCC3)cc2)n1	-3.8	7.0	-3.0	-11.6	0.0	4.9	-20.9	9.6	-13.6
Cc1ccccc1C(=O)NC=C1C(=O)OC(C)(C)OC1=O	-0.4	7.2	2.5	-4.8	0.7	-2.3	-16.2	-4.5	27.0
Cc1c(NS(=O)(=O)c2ccc(NCCN3CCOCC3)c([N+](=O)[O-])c2)c(=O)n(-c2ccccc2)n1C	0.2	-5.4	-6.0	-18.2	-1.2	3.4	-19.4	-5.7	-8.2
O=C(CSC1=NCCN1)Nc1cccc([N+](=O)[O-])c1	-11.3	1.8	4.8	-8.3	5.7	4.4	-21.4	0.1	-25.1
C=CCOC(=O)C1=C(C)NC(SCC(=O)OCC)=C(C#N)C1c1ccc(O)c(OC)c1 (stereo not drawn)	-21.5	9.3	5.3	-16.1	5.3	6.7	-16.5	-10.3	-289.2
CCOC(=O)C1(Cc2cccc(Cl)c2)CCCN(C(=O)c2cccc(C)n2)C1 (stereo not drawn)	-7.5	-4.3	1.7	-15.2	0.6	-0.2	-27.7	-7.7	-31.9
Cc1cccn2c(CN(C)C3CCCc4ccccc43)c(C(=O)N3CCOCC3)nc12 (stereo not drawn)	-1.4	-3.4	-2.6	1.9	-4.4	-7.8	-16.8	-2.4	-25.1
CCNS(=O)(=O)c1c(C)cc(N2CCCC2=O)cc1C	-2.6	5.8	-0.1	-7.2	-1.0	-2.2	-15.9[20 µM]	-8.7	-47.3
Cn1c(=O)c2c(nc(NCCc3ccccc3)n2Cc2ccc(F)cc2)n(C)c1=O	-12.0	2.3	-1.0	7.4	-3.0	3.5	-5.7	-1.3	-16.8
COc1ccc(C2=C(Nc3ccccc3)c3ccccc3C2=O)cc1	-23.3	-6.3	-0.6	-7.7	-4.0	7.3	-14.5	-6.4	-15.4
CCCCC(=O)Nc1cccc(C(=O)Nc2ccccc2C(=O)O)c1	6.5	-3.6	-0.9	5.9	-0.5	-0.4	-12.8	-8.3	-9.9
COC(=O)C1C(O)=C(C=Nc2cccc3ccccc23)C(=O)CC1(C)C (stereo not drawn)	-6.6	-5.9	7.5	-12.1	1.2	1.9	1.9	-8.2	-138.9
COc1ccc(Cc2nnc(NC(=O)c3cccc([N+](=O)[O-])c3C)s2)cc1	-1.1	-3.5	0.1	-2.6	0.4	2.1	-18.3	2.4	11.7
CCOc1ncccc1C(=O)Nc1ccc(S(=O)(=O)NC2=NCCCCC2)cc1	-6.9	-4.3	-3.1	-5.9	0.0	-2.0	-21.9	-6.0	-6.9
CC(Nc1[nH]c(=O)n(C)c(=O)c1N=O)c1ccccc1 (stereo not drawn)	-10.1	-6.5	-8.2	-12.8	.	5.3	-14.7	-1.4	4.4
O=C(COC(=O)CNC(=O)c1ccccc1F)Nc1cccc(S(=O)(=O)N2CCCCCC2)c1	-9.3	1.6	1.4	-20.6	-0.7	1.9	-27.9	-2.8	1.4
Cc1nn(-c2ccc(C(=O)O)cc2)c(N)c1-c1ccccc1	-6.5	-0.6	1.3	6.9	4.5	2.9	-18.0	-11.3	11.5
